# NR2E3 ag-1: NR2E3 agonists in two-hybrid cells, primary screen, cell-based, luminescence, CHO-S, Gal4-NCOR/VP16-NR2E3; Photoreceptor-specific nuclear receptor (Homo sapiens), Q9Y5X4; luciferase; inhibition of corepressor binding, % at 3.98 µM; 360,000 tested, 0.35% active; AID 602229, 2012;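 active = inhibition above the mean of all tested compounds plus 3 SD, cut at about 70% in these data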;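 also: 0% = DMSO with NR2E3 transfected cells and 100% = cells lacking NR2E3 construct; higher means lower luciferase signal from less NR2E3 corepressor binding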
# Target sequence (Q9Y5X4 whole entry, looked up, the tested form may be a part): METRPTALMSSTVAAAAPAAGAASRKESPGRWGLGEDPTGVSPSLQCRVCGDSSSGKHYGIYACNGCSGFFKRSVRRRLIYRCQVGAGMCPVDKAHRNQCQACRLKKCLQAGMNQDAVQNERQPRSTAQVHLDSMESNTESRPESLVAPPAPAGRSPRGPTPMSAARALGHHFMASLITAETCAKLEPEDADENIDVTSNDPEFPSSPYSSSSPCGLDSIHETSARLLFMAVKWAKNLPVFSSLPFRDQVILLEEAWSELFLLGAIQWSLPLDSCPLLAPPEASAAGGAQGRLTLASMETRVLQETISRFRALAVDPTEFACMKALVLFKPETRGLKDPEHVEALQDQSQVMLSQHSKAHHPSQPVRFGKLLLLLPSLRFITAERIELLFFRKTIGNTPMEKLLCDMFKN
# CF NFkB block: inhibitors of PAF-induced NF-kB signaling, primary screen, cell-based, GFP fluorescence, uHTS. KKLEB NF-kB-GFP reporter, GFP fluorescence overnight. inhibition, % at 5 µM. 360,000 tested, 0.86% active. AID 588850, 2011;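 active = at least 50% inhibition at 5 µM, scaled per plate between neutral and stimulator controls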;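 also: PAF is a Pseudomonas aeruginosa culture filtrate used as stimulus; plate controls were PAF-stimulated DMSO wells for no effect and unstimulated DMSO wells for full effect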
# TWEAK-Fn14 inh: inhibitors of TWEAK-Fn14 signaling, primary screen, luciferase reporter cells, uHTS; inhibition, % at 10 µM; 360,000 tested, 2% active; TWEAK-stimulated Fn14 reporter cells, luciferase luminescence, 8 h; in the data active = inhibition above about 50%
# Peg3 prom inh: Peg3 promoter-driven luciferase inhibitors, primary screen, cell-based, HeLa, luciferase luminescence; HeLa PEG-Prom luciferase reporter, overnight; inhibition, % at 20 µM; 360,000 tested, 1.7% active;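 active = inhibition of at least 50% at 20 µM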
# C8 TRAIL sens: viability loss with TRAIL in NB7+C8 cells, primary screen, TRAIL sensitizer project, cell-based, ATPlite luminescence; 360,000 tested, 1% active; AID 624354, 2012; inhibition (viability loss, TRAIL sensitization), % at 10 µM;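 active = compounds causing at least 50% loss of cell viability in the single-dose screen, relative to plate controls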
# KKLEB tox: cytotoxicity in KKLEB CF airway cells, primary screen, cytotoxicity control for CF NF-kB inhibitor project, cell-based, uHTS, fluorescence assay plates. KKLEB CF airway cells viability, ATPlite luminescence, overnight; stronger effect = lower value; cells stimulated with P. aeruginosa culture filtrate. activity change (cytotoxicity), % at 5 µM. 360,000 tested, 0.36% active. AID 602141, 2011;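 active = corrected activity change at or below -50% at 5 µM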
# NR2E3 ag-2: inhibitors of NR2E3-RetCOR corepressor binding, primary screen, NR2E3 agonist project, biochemical, TR-FRET, GST-NR2E3, biotin-RetCOR; Photoreceptor-specific nuclear receptor (Homo sapiens), Q9Y5X4; 1536-well; inhibition of corepressor binding, % at 4.78 µM; 320,000 tested, 0.12% active; AID 2300, 2010;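 active = percent inhibition above the cutoff of mean plus 3 SD of all tested compounds, set per screening campaign, cut at about 20% in these data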;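 also: 0% = DMSO wells and 100% = biotin wells as full block of FRET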
#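 Material: NR2E3–RetCOR corepressor complex / Incubation: Compound–protein incubation for 5 h at 4 °C / Dosing: compound at 4.8 µM, single dose / Detection: time-resolved FRET / Benchmarks: high control biotin, low control 0.6% DMSO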
# TROY signal inh: inhibitors of TROY-driven NF-kB signaling, primary screen, Q293 LMP1-TROYcd cells, NF-kB luciferase, uHTS; Q293 LMP1-TROYcd NF-kB luciferase reporter, 4 h; inhibition, % at 10 µM; 360,000 tested, 0.98% active; AID 1347056, 2019;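 active = compounds whose plate-normalised and pattern-corrected inhibition of the luciferase reporter signal at the single screening dose is 50% or more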
# Shn3 inh set2: reduction of Shn3 3'UTR firefly luciferase signal, primary screen, Schnurri-3 inhibitor project, cell-based, Clone20 osteoblasts, set 2; AID 588674, 2011; Clone20 osteoblast Shn3 3'UTR firefly luciferase, 24 h; inhibition, % at 12.5 µM; 360,000 tested, 0.52% active;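 active = mean inhibition of at least 75% with every replicate also reaching 75%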;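 also: 0% = median of neutral control wells and 100% = pilot-screen positive control compound; some compounds past the cut are filed as inactive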
# TRPM1 prom inh: inhibitors of MITF-dependent TRPM1 promoter reporter, primary screen, cell-based, SK-MEL-5, single point, luciferase; SK-MEL-5 TRPM1 promoter luciferase, 24 h; inhibition, % at 12.5 µM; 330,000 tested, 0.83% active;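 active = mean inhibition across replicates of 60% or more, whatever share of single replicates reaches that level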; also: values of inactives mirror those of a sister screen read the other way
# HIF-2a inh: HIF-2a reporter inhibitors, primary screen, luminescence, 786-0 RCC cells. 786-0 RCC cells HIF-2a reporter, luciferase luminescence, overnight. inhibition, % at 18.8 µM. 360,000 tested, 0.72% active. AID 624352, 2012;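 active = inhibition of the luminescence signal of 40% or more relative to plate controls, in a single-dose primary screen at 18.75 µM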
# Numbers without * were called inactive; . = not tested or not shown. Only part of the results is shown; count on the stated rates, not on these rows.
SMILES,NR2E3 ag-1,CF NFkB block,TWEAK-Fn14 inh,Peg3 prom inh,C8 TRAIL sens,KKLEB tox,NR2E3 ag-2,TROY signal inh,Shn3 inh set2,TRPM1 prom inh,HIF-2a inh
C=CCn1c(SCC(=O)c2cc(C)n(Cc3cccs3)c2C)nnc1-c1ccncc1,-1,-1,-4,-19,13,5,1,-3,4,3,-19
Cc1ccccc1NC(=O)CSc1nnc(CNC(=O)c2ccco2)n1C,-6,-8,7,-13,-19,-24,-5,4,-9,-7,20
Cc1ccc(S(=O)(=O)NCC(C)n2nc(C)nc2C)cc1 (stereo not given),13,-3,45,4,-16,2,0,4,-17,-2,14
COCc1cc(C)[nH]c(=O)c1C(=O)NC12CC3CC(CC(C3)C1)C2,-1,-4,12,-3,-4,8,-1,-5,11,9,13
Cc1ccc(N2CC(C(=O)NCc3ccc4c(c3)OCO4)CC2=O)cc1C (stereo not given),12,-14,2,13,2,8,-1,-14,-4,-3,2
CCN(CC)c1ccc(C(=S)N2CCN(c3ccccc3)CC2)cc1,5,1,-5,-41,-9,-8,2,-8,-8,-4,-49
CN(C(=O)c1cccc(NC(=O)Cc2cccc(NC(=O)C3CCCN(C(=O)C4CC4)C3)c2)c1)C1CCC1 (stereo not given),-41,8,-12,-15,9,-1,.,8,4,3,12
C[C@@H]1CN(C(=O)c2nc3ccc(Cl)cn3c2CN2CCc3sccc3C2)C[C@H](C)O1,3,0,-4,17,-5,2,-2,11,-9,5,16
CC(=O)c1ccc(N2CCN(C(=S)Nc3ccccc3F)CC2)cc1,-9,0,17,18,0,7,0,14,14,4,7
CCN1CCN(CCNC(=O)c2ccc(CS(=O)c3ccc(Cl)cc3)o2)CC1 (stereo not given),-13,8,-12,2,-1,-3,2,-19,-10,12,4
Cc1cc(C)cc(NC(=O)C(OC(=O)c2cccs2)c2ccccc2)c1 (stereo not given),-3,10,8,-2,6,-3,-2,-13,-2,4,-22
CCC(=O)c1ccc(OCC(O)CN2C(=O)NC(C)(C)C2=O)cc1 (stereo not given),4,1,-6,-9,12,-2,5,4,27,6,-1
Cc1ccc(NS(=O)(=O)c2ccc(NC(=O)C3CCCO3)cc2)cc1 (stereo not given),20,11,10,-11,-20,-4,-1,6,47,14,6
Cn1c2c(c(=O)n(C)c1=O)C(NS(=O)(=O)c1ccccc1)(C(F)(F)F)C(=O)N2 (stereo not given),20,0,10,-1,-18,5,2,2,2,15,11
Cc1nc(SCC(=O)NC(C)c2ccccc2)c2oc3ccccc3c2n1 (stereo not given),-12,-11,25,17,31,6,1,-9,10,13,18
CCOC(=O)c1cnn(-c2ccccc2)c1N,7,15,-1,-44,31,2,4,-6,-27,-9,-70
CCCCCC(=O)N1CC2(CC(c3cccc(NC(=O)c4ccccc4)c3)=NO2)C[C@@H]1C(N)=O (stereo not given in full),-9,-17,-13,-10,4,9,4,13,14,-2,7
CC(=O)c1ccc(OCCCC(=O)Nc2cc(S(=O)(=O)N(C)C)ccc2C)cc1,-19,-14,-7,5,12,2,1,-11,10,10,4
O=S(=O)(c1ccc(Cl)cc1)c1cnc2ccccc2n1,-12,48,59*,44,0,-30,1,13,24,12,14
CN(Cc1ccccc1)Cc1nc2scc(-c3ccccc3)c2c(=O)[nH]1,9,13,-25,4,-5,-6,0,9,0,-17,3
O=C(Nc1ccccc1)Nc1ccc(-n2ccc(C(F)(F)F)n2)cc1,31,9,-20,-329,18,-1,-1,-72,65,-74,-272
COC(=O)[C@]1(C)N[C@H](CN(C)S(=O)(=O)c2ccccc2)[C@@H]2C(=O)N(C)C(=O)[C@@H]21,.,-21,-5,-3,-4,22,.,-6,-17,-6,-4
Cc1cccc([C@@H]2C[C@H]3CN(Cc4cccc(Cl)c4)C(=O)[C@]34CCCN24)n1,0,-7,-7,14,-3,0,1,6,2,5,11
Cc1c(Cl)c([N+](=O)[O-])nn1CC(=O)NCc1cccs1,5,7,-3,9,-2,0,-2,0,6,-6,1
CSc1nc2nc(C)c(CCC(=O)OCC(=O)Nc3ccc(F)cc3)c(C)n2n1,-5,-8,-11,3,-2,0,.,0,1,-6,8
Cc1cc(C)cc(N2CC(C(=O)NC3CCCCC3)CC2=O)c1 (stereo not given),10,-1,16,8,-4,-6,1,-14,-6,11,16
O=C(COc1ccccc1[N+](=O)[O-])Nc1ccc2c(c1)CCC2,-30,-27,-28,-468,-9,4,2,-35,-122,-111,-288
COc1ccc(CNC(=O)CSc2n[nH]c(C)c2[N+](=O)[O-])cc1,12,8,20,6,4,8,0,7,3,0,8
CC(=O)Nc1nnc(SCC(=O)NCC2CCCO2)s1 (stereo not given),-9,-5,4,-8,-23,4,-1,-13,-12,-2,18
COc1ccc(S(=O)(=O)N2CCOCC2)cc1NC(=O)CSc1nnc(C2CC2)n1C1CC1,-29,1,3,-2,0,2,-5,-10,0,7,8
COc1cc(/C=C/C(=O)O)cc(S(=O)(=O)Nc2cc(C(F)(F)F)ccc2N2CCOCC2)c1OC,-24,10,-1,13,-1,-13,.,-7,19,-11,5
COc1ccccc1C(=O)NCCC(=O)NCC(C)(C)N1CCOCC1,5,-4,12,10,-8,-6,1,10,-4,6,14
CC(C)c1nnc(NC(=O)CSc2nnc(-c3ccco3)o2)s1,-57,-8,-5,19,5,15,0,-31,1,-9,10
COC(=O)c1c(NC(=O)C2CCCO2)sc2c1CCC2 (stereo not given),-15,7,-19,-47,-15,-6,-1,-27,-6,-6,-35
CC1CC(=O)N(c2ccc(Br)cc2)C(=O)C1,17,-4,-1,7,-2,-2,-2,3,-10,2,16
Cc1ccc(S(=O)(=O)NCCC(=O)Nc2cc(F)ccc2C)cc1C,-17,12,9,13,2,-13,-1,-11,-5,.,14

# Reformatted as tab-separated lines: 12 of the compounds above.
compound	NR2E3 ag-1	CF NFkB block	TWEAK-Fn14 inh	Peg3 prom inh	C8 TRAIL sens	KKLEB tox	NR2E3 ag-2	TROY signal inh	Shn3 inh set2	TRPM1 prom inh	HIF-2a inh
CSc1nc2nc(C)c(CCC(=O)OCC(=O)Nc3ccc(F)cc3)c(C)n2n1	-5	-8	-11	3	-2	0	.	0	1	-6	8
Cc1cc(C)cc(N2CC(C(=O)NC3CCCCC3)CC2=O)c1 (stereo not given)	10	-1	16	8	-4	-6	1	-14	-6	11	16
O=C(COc1ccccc1[N+](=O)[O-])Nc1ccc2c(c1)CCC2	-30	-27	-28	-468	-9	4	2	-35	-122	-111	-288
COc1ccc(CNC(=O)CSc2n[nH]c(C)c2[N+](=O)[O-])cc1	12	8	20	6	4	8	0	7	3	0	8
CC(=O)Nc1nnc(SCC(=O)NCC2CCCO2)s1 (stereo not given)	-9	-5	4	-8	-23	4	-1	-13	-12	-2	18
COc1ccc(S(=O)(=O)N2CCOCC2)cc1NC(=O)CSc1nnc(C2CC2)n1C1CC1	-29	1	3	-2	0	2	-5	-10	0	7	8
COc1cc(/C=C/C(=O)O)cc(S(=O)(=O)Nc2cc(C(F)(F)F)ccc2N2CCOCC2)c1OC	-24	10	-1	13	-1	-13	.	-7	19	-11	5
COc1ccccc1C(=O)NCCC(=O)NCC(C)(C)N1CCOCC1	5	-4	12	10	-8	-6	1	10	-4	6	14
CC(C)c1nnc(NC(=O)CSc2nnc(-c3ccco3)o2)s1	-57	-8	-5	19	5	15	0	-31	1	-9	10
COC(=O)c1c(NC(=O)C2CCCO2)sc2c1CCC2 (stereo not given)	-15	7	-19	-47	-15	-6	-1	-27	-6	-6	-35
CC1CC(=O)N(c2ccc(Br)cc2)C(=O)C1	17	-4	-1	7	-2	-2	-2	3	-10	2	16
Cc1ccc(S(=O)(=O)NCCC(=O)Nc2cc(F)ccc2C)cc1C	-17	12	9	13	2	-13	-1	-11	-5	.	14

# More entries follow.
SMILES,NR2E3 ag-1,CF NFkB block,TWEAK-Fn14 inh,Peg3 prom inh,C8 TRAIL sens,KKLEB tox,NR2E3 ag-2,TROY signal inh,Shn3 inh set2,TRPM1 prom inh,HIF-2a inh
CCCNc1c(NS(=O)(=O)c2ccc(Br)cc2)c(=O)oc2ccccc12,-15,-4,-7,-3,-20,-5,0,38,-1,-1,16
CN(C)CCNC(=O)c1[nH]nc2c1CCc1ccccc1-2,-37,-6,-8,-142,-2,3,0,13,-17,-16,-142
COc1cc2c(cc1OC)C(C)N(C(=O)c1cc3c(s1)-c1ccccc1OC3)CC2 (stereo not given),31,-2,-9,10,4,-4,-4,4,14,.,-8
O=C(Nc1ccc(S(=O)(=O)N2CCc3ccccc3C2)cc1)c1ccccc1,9,-10,21,2,17,20,-2,43,8,15,11
CCCn1c(CC)nc([N+](=O)[O-])c1Sc1ccc(F)cc1,-27,40,14,-2,-2,2,0,-5,6,19,27
COc1cccc2cc(C(=O)NCc3ccccn3)c(=O)oc12,1,-4,5,-157,11,1,0,-16,-65,-66,-160
Cc1cc(C)cc(NC(=O)C(=O)NCc2ccccn2)c1,-4,-5,-20,8,-14,0,-1,3,-5,-7,8
Cc1ccc(NCc2nnc(SCC(=O)N(Cc3ccccc3)C(C)(C)C)o2)c(C)c1,-6,4,-11,17,-2,7,-3,13,14,13,-5
COc1ccc(C(CC(=O)Nc2ccc(F)cc2)c2ccccc2)cc1 (stereo not given),-20,19,-41,-16,3,0,0,-17,-28,-19,-20
CC(C)C(=O)Nc1ccc(-c2nc3ccccc3c(=O)o2)cc1,-68,1,-6,-17,48,-6,0,7,-10,-19,-29
CC(C)(CSc1ccccn1)NS(=O)(=O)c1ccc(Cl)cc1,-15,2,6,10,-7,2,-3,2,-5,-2,20

# Assay outcomes (PubChem BioAssay)
